EBNA-1 inhibitor = blocks EBNA-1 binding to DNA; hit rate 0.34% among 300,000; EBNA-1 DNA binding, fluorescence polarization; inhibition, % at 14.8 µM; AID 1950; in the data active means inhibition above about 28%
LYPLA2 counter = counter-screen for PME1 inhibitors: inhibitors of human LYPLA2; O95372; recombinant LYPLA2, FP-Rh probe fluorescence polarization; inhibition, % at 5.9 µM; hit rate 0.38% among 320,000; AID 2177;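 active means inhibition above the screen-wide mean plus 3 SD, limit set per campaign, cut at about 26% in these data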;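 further: 0% = LYPLA2 with DMSO and 100% = wells lacking LYPLA2 enzyme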
LYPLA1 inh = blocks human lysophospholipase 1, a PME1 counter-screen. O75608. recombinant LYPLA1, FP-Rh probe fluorescence polarization. inhibition, % at 5.9 µM. hit rate 0.16% among 320,000;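 active means inhibition above the mean of all tested compounds plus 3 SD, set per campaign, cut at about 14% in these data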;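 further: inhibitors block serine hydrolase probe labeling of LYPLA1 so polarization falls; 0% = enzyme with DMSO and 100% = wells lacking LYPLA1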
PAFAH1B3 FP inh = blocks human PAF acetylhydrolase 1B catalytic subunit 3 | Q15102 | recombinant PAFAH1B3, FP-rhodamine probe, fluorescence polarization | inhibition, % at 3.39 µM | hit rate 0.28% among 340,000;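 active means inhibition above the screen-wide average of all tested compounds plus 3 SD, cut at about 25% in these data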;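 further: 0% = enzyme with DMSO only and 100% = wells lacking PAFAH1B3 protein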
PAFAH1B2 FP inh = PAFAH1B2 (human) inhibition; P68402; recombinant PAFAH1B2, FP-rhodamine activity probe, fluorescence polarization; inhibition, % at 3.39 µM; hit rate 1.2% among 340,000;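 active means inhibition above the mean of all tested compounds plus 3 SD, cut at about 24% in these data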;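 further: 0% = enzyme with DMSO and 100% = wells lacking PAFAH1B2; many of its hits are not listed in these tables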
Target sequence (P68402 whole entry, looked up): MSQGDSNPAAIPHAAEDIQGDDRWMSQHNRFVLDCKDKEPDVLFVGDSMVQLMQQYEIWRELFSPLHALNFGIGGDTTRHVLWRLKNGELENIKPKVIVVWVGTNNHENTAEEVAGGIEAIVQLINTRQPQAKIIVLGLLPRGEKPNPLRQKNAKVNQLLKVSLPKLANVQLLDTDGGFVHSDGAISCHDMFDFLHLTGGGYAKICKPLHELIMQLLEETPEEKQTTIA
ZTA counter = blocks Epstein-Barr virus ZTA, an EBNA-1 counter-screen | P03206 | ZTA-DNA binding, fluorescence polarization | inhibition, % at 11 µM | hit rate 0.15% among 320,000 | AID 2234; in the data active means inhibition above about 33%
pPAFAH inh = pPAFAH (human) enzyme inhibition. Q13093. inhibition, % at 3.39 µM. recombinant pPAFAH, FP-rhodamine probe fluorescence polarization. AID 463082. hit rate 1.5% among 330,000;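 active means inhibition above the mean inhibition across the screen plus 3 SD, cut at about 25% in these data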;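 further: inhibitors block binding of the rhodamine activity-based probe so polarization drops; 0% = enzyme with DMSO and 100% = wells lacking pPAFAH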
PREPL inhibitor = inhibitors of human prolyl oligopeptidase-like enzyme PREPL; Q4J6C6; recombinant PREPL, fluorescence polarization activity-based probe; inhibition, % at 5.96 µM; hit rate 0.68% among 320,000; in the data active means inhibition above about 43%;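 further: 0% = enzyme with DMSO and 100% = wells lacking enzyme; many of its hits are not listed in these tables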
Target sequence (Q4J6C6 whole entry, looked up): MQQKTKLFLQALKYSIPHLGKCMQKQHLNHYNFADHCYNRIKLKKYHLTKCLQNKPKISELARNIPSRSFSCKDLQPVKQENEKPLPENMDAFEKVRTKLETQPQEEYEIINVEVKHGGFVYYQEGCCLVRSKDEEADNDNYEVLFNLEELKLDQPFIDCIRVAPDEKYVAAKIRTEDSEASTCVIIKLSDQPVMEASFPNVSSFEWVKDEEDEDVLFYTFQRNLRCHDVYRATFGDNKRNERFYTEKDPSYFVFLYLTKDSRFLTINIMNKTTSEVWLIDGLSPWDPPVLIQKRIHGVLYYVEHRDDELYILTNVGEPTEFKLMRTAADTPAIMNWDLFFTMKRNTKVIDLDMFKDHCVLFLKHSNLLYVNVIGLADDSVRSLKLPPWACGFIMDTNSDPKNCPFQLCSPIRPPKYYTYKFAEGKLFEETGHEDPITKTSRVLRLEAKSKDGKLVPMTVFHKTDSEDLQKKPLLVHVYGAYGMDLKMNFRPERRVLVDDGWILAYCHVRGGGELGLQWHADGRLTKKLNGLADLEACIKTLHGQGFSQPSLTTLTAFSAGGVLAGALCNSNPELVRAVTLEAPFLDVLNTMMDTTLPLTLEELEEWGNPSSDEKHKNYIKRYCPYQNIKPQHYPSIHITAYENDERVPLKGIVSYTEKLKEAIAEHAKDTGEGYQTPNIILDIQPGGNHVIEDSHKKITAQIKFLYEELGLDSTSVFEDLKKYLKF
PAFAH2 inh = inhibitors of human PAFAH2 | recombinant PAFAH2, FP-rhodamine activity probe, fluorescence polarization | inhibition, % at 3.39 µM | hit rate 0.99% among 340,000 | AID 492956;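 active means inhibition above the mean over all tested compounds plus 3 SD, cut at about 30% in these data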;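 further: inhibitors block probe labeling of enzyme so polarization drops; 0% = enzyme with DMSO and 100% = wells lacking PAFAH2 protein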
Starred values were filed as active, the others as inactive; x = not tested or not shown.

SMILES	EBNA-1 inhibitor	LYPLA2 counter	LYPLA1 inh	PAFAH1B3 FP inh	PAFAH1B2 FP inh	ZTA counter	pPAFAH inh	PREPL inhibitor	PAFAH2 inh
CCOc1cc(C2CC(=O)Nc3cc(C)c(C)cc32)ccc1O (configuration not stated)	-3	-2	-2	-3	0	-4	0	1	1
Nc1cc(-c2ccccc2)nn1S(=O)(=O)c1ccc(F)cc1	-5	1	4	1	13	-3	-3	-8	-3
CN(C)S(=O)(=O)c1cccc(-c2nnc3n2CCCCC3)c1	7	-26	0	0	-2	-4	3	-5	-5
Cc1ncsc1CCOC(=O)C12CC3CC(CC(C3)C1)C2	14	4	3	9	17	12	5	8	2
COc1ccc(/C(O)=C2/C(=O)C(=O)N(CCCN3CCOCC3)C2c2ccc(N(C)C)cc2)cc1 (configuration not stated)	3	0	0	-4	4	11	4	0	9
COC(=O)c1ccccc1NC(=O)c1nc2nc(C)cc(C(F)F)n2n1	13	6	1	2	-1	8	-1	-8	-5
CC(=O)NC(C)C12CC3CC(CC(CC(=O)O)(C3)C1)C2 (configuration not stated)	-11	2	2	7	6	9	-2	6	-1
O=C(NNS(=O)(=O)c1ccccc1C(F)(F)F)c1cc2ncc(C(F)(F)F)cc2s1	7	3	1	x	x	5	2	14	x
O=c1oc(-c2cccs2)nc2ccc(Cl)cc12	-10	-5	-3	-2	2	-18	-5	2	6
O=S(=O)(NCc1nnc2ccccn12)c1ccc(Cl)cc1	x	-1	-2	-1	3	11	1	-3	2
NC(=O)Cn1c(=O)n(CCc2ccccc2)c(=O)c2c3c(sc21)CCCC3	-10	6	3	-1	0	-13	4	7	-3
Cc1ccc(S(=O)(=O)N(C)CCCC(=O)Nc2ccc(F)cc2)cc1	-1	0	0	-3	0	-25	-3	-6	6
Fc1ccc(F)c(NC(=S)NCCc2ccccc2)c1	-1	7	0	2	2	-9	0	7	-2
O=C1c2oc3ccccc3c(=O)c2C(c2cccc(Br)c2)N1Cc1ccco1 (configuration not stated)	3	1	-2	5	2	9	3	-4	-1
Cc1nn(-c2ccccc2)c2nc3c(cc12)C(=O)CCC3	0	7	-2	1	0	-19	0	0	3
CN1/C(=C\C(=O)COC(=O)c2nccnc2N)C(C)(C)c2ccccc21	-5	1	-1	8	-1	-13	5	-2	9
O=C(Cn1cnc2ccccc2c1=O)c1ccc(Br)cc1	11	29*	-6	5	8	6	-5	9	-11
O=C(O)COc1ccccc1/C=N/NC(=O)c1cccc(S(=O)(=O)Nc2cccc(Cl)c2)c1	-4	-60	-28	-3	-1	14	5	-8	7
CCOc1ccc(CCNC(=O)COC(=O)/C=C/c2ccccc2)cc1OCC	-4	1	-2	3	2	-6	0	11	10
CCN(CC)C(=O)CN(c1ccc2c(c1)OCO2)S(C)(=O)=O	-11	3	-3	1	-1	5	-2	12	2
CCOc1ccc(NC(=S)NC(=O)/C=C/c2ccc(C)cc2)c([N+](=O)[O-])c1	-2	1	0	-21	-2	2	38*	-11	-9
O=C(O)c1ccc2c(=O)n(Cc3ccccc3)c(SCc3ccc([N+](=O)[O-])cc3)nc2c1	11	2	-6	5	17	19	6	-14	8
CC1(c2ccccc2)CC(C)(C)N(C(=O)C2CCCO2)c2ccccc21 (configuration not stated)	-14	-2	-1	16	5	2	0	18	-2
Cc1csc(SCC(=O)O)n1	0	8	5	1	-1	5	1	4	2
CCOC(=O)c1[nH]c(=O)[nH]c1CNc1ccccc1C#N	7	0	0	7	4	2	4	-9	11
Other records.
SMILES	EBNA-1 inhibitor	LYPLA2 counter	LYPLA1 inh	PAFAH1B3 FP inh	PAFAH1B2 FP inh	ZTA counter	pPAFAH inh	PREPL inhibitor	PAFAH2 inh
c1ccc2c(c1)Cc1cc(CN3CCOCC3)ccc1-2	-4	2	-2	5	-1	12	8	19	1
O=C(CCS(=O)(=O)c1ccc(F)cc1)N1CCN(c2ccccc2)CC1	-4	-2	-2	8	5	3	8	-1	32*
COc1ccc(C(=O)COC(=O)CCC(=O)Nc2ccc(C(C)=O)cc2)cc1	-7	-10	-1	3	5	1	-1	6	-1
CC(C)(C#N)NC(=O)C1CCCN1S(=O)(=O)c1ccc2ccccc2c1 (configuration not stated)	-6	-1	-1	8	2	6	-1	2	-5
CCOC(=O)C1=CN(Cc2cccc(-c3ccc4c(c3)OCO4)c2)S(=O)(=O)N(C)C1C (configuration not stated)	x	x	x	3	0	x	3	x	-1
COc1ccccc1OCCn1c(=O)n(C)c2ccccc21	2	-1	1	-2	0	1	-1	-9	6
COC(=O)CN(c1c(C)cccc1C)S(C)(=O)=O	-5	3	1	0	3	-2	10	11	2
Cc1c(NC(=O)COC(=O)Cc2ccc(F)cc2)c(=O)n(-c2ccccc2)n1C	2	2	2	2	-4	3	3	-6	2
O=Nc1c(O)n(Cc2c(Cl)cccc2Cl)c2ccccc12	7	-19	-12	-28	-12	4	-10	-40	-22
NS(=O)(=O)c1ccc(NC(=O)C2Cc3ccccc3CN2C(=O)c2ccco2)cc1 (configuration not stated)	10	-1	0	-1	2	-10	10	11	7
CN(Cc1ccccc1)c1nc2c(c(=O)[nH]c(=O)n2C)n1CCCc1ccccc1	-2	4	2	9	0	-29	7	29	7
O=C1CC(c2ccccc2)n2ncnc2N1 (configuration not stated)	4	2	0	10	2	4	-3	14	-6
CCC(=O)OCCNc1cc(Sc2nc3ccccc3s2)c2nonc2c1[N+](=O)[O-]	-2	5	1	10	1	-2	3	10	14
O=[n+]1cc(-c2ccc(Cl)cc2)n([O-])c2c1CCC2	10	-1	-2	-1	8	7	1	2	-2
CSc1ccc(S(=O)(=O)NCC(=O)OCC(=O)N2CCCCC2C)cc1[N+](=O)[O-] (configuration not stated)	10	-3	2	5	5	-5	0	3	0
COc1ccc(/C=C(/NC(=O)/C=C/c2ccccc2)C(=O)N2CCOCC2)cc1	-5	-4	-4	-5	2	13	-5	-3	4
CC1CCCCN1CC(=O)NCc1ccc2c(c1)OCO2 (configuration not stated)	12	-3	-2	5	4	8	0	1	9
COc1ccc(CNC(=O)CCS(=O)(=O)Cc2cccc(Cl)c2)c(OC)c1	12	6	0	5	8	-1	5	13	4
Cc1ccc(C)c(NC(=O)C(OC(=O)c2ccc(NC(=O)CC#N)cc2)c2ccccc2)c1 (configuration not stated)	-2	-58	-29	-25	-22	-10	-6	8	-40
O=[N+]([O-])c1ccc2c(c1Nc1ccccc1Cl)=NC1(CCCCC1)N=2	7	-1	0	x	x	5	0	25	x
Cc1sc2nc(CN(C(=O)NCc3ccccc3)C3CCCC3)[nH]c(=O)c2c1C	1	10	3	2	5	9	-1	27	9
Cc1ccc(S(=O)(=O)NCCc2cn3nc(C)c(C)nc3n2)cc1C	-3	5	2	5	3	6	2	5	3
CC(C)C(=O)N1CCN(c2cc(N3CCN(C)CC3)c(F)cc2[N+](=O)[O-])CC1	-1	8	0	0	0	8	5	1	-2
COc1ccc(/C=N/NC(=O)c2nonc2N)cc1OC	7	1	0	-1	3	-8	0	-6	-2
CCC(C)NC(=O)C(CCSC)NC(=O)c1ccccc1 (configuration not stated)	8	-1	0	2	3	4	2	5	1

Some entries already given, limited to EBNA-1 inhibitor, ZTA counter and PAFAH2 inh.
SMILES	EBNA-1 inhibitor	ZTA counter	PAFAH2 inh
O=Nc1c(O)n(Cc2c(Cl)cccc2Cl)c2ccccc12	7	4	-22
NS(=O)(=O)c1ccc(NC(=O)C2Cc3ccccc3CN2C(=O)c2ccco2)cc1 (configuration not stated)	10	-10	7
CN(Cc1ccccc1)c1nc2c(c(=O)[nH]c(=O)n2C)n1CCCc1ccccc1	-2	-29	7

Additional records
SMILES	EBNA-1 inhibitor	LYPLA2 counter	LYPLA1 inh	PAFAH1B3 FP inh	PAFAH1B2 FP inh	ZTA counter	pPAFAH inh	PREPL inhibitor	PAFAH2 inh
CCCNC(=O)Nc1cc(OCC)c(N2CCOCC2)cc1OCC	-4	5	0	6	1	-21	1	11	1
O=[N+]([O-])c1ccccc1-c1ccc(C(=S)N2CCCC2)o1	5	2	-1	16	4	16	5	1	12
Cc1ccc(NC(=O)c2cc([N+](=O)[O-])ccc2N2CCOCC2)cc1S(=O)(=O)N1CCOCC1	-2	-5	7	-6	7	5	-3	4	8
CCn1c(SCC(=O)NCc2ccc3c(c2)OCO3)nc2c(c1=O)SCC2	16	-5	-2	0	-4	14	7	6	-3
CCn1c(CNC(=O)c2ccccc2Br)nnc1SCC(=O)NC1=NCCS1	-16	-6	-1	6	2	6	5	7	2
CC(=O)N(Cc1cccs1)Cc1cc2ccc(C)c(C)c2nc1Cl	4	-4	-2	7	5	1	0	-7	0
Cc1nn(CC(=O)Nc2ccc(N(C)C)cc2)c(C)c1[N+](=O)[O-]	3	-9	-2	13	0	17	-2	4	2
Cc1ccc(S(=O)(=O)NC(C)(C)CSc2ncccn2)cc1	-8	2	2	0	4	-15	1	1	0
Cc1[nH]n2c(=O)cc(-c3ccc([N+](=O)[O-])cc3)nc2c1-c1ccccc1	-1	8	8	13	19	3	33*	14	21
O=C(NC(=O)c1cccc(Cl)c1)OC[C@@H]1CCCN2CCCCC12 (some centres not stated)	0	-7	0	3	-5	6	3	5	-3
COc1ccccc1NS(=O)(=O)c1ccc(Cl)c(NC(=O)CN2C(=O)c3ccccc3C2=O)c1	-3	-1	0	4	-1	-14	2	-6	19
FC(F)(F)c1cccc(NCc2cn3cccnc3n2)c1	1	-3	-3	3	0	22	12	3	-5
COc1ccc(Cl)cc1N(CC(=O)Nc1ccc2c(c1)OCO2)S(C)(=O)=O	3	-4	-2	13	8	-2	0	-12	4
Cc1cc(C(=O)CCl)c(C)n1-c1cccc([N+](=O)[O-])c1	5	15	0	7	-1	-7	2	3	1
CC(=O)Nc1ccc(C(=O)OCc2ccc(Cl)cc2)cc1	3	2	-5	2	23	-11	-1	-24	31*
COC(=O)CC(NC(=O)c1ccco1)c1cccc2ccccc12 (configuration not stated)	-9	2	2	0	5	-16	6	-5	-2
Cc1cc(NC(=O)COC(=O)COc2ccc3c(c2)CCC3)no1	-6	1	-1	4	3	-9	16	-1	13
S=C(NCCN1CCOCC1)Nc1cccc2ccccc12	10	-3	3	3	3	-2	-5	7	1
Oc1ccc(-c2nc3cnccn3c2Nc2ccc3c(c2)OCCO3)cc1	2	-4	0	2	4	-10	3	8	9
Cc1ccccc1CNC(=O)c1ccccc1N(C)S(=O)(=O)c1ccccc1	-4	5	-1	9	11	1	-2	6	-19
CCOC(=O)c1oc2ccccc2c1NC(=O)CN1CCN(C)CC1	8	-7	-3	0	7	10	1	-42	-9
CC(C)(C)c1ccc(NC(=O)COC(=O)C2CCCC2)cc1	x	1	2	5	4	-8	0	15	18
COc1ccc(C(OC(=O)c2ccco2)C(=O)NCc2ccco2)cc1 (configuration not stated)	-9	-2	-2	-1	1	6	-1	-9	-2
CCOc1cc(C(=O)N(CC)CC(=O)Nc2c(F)cccc2F)ccc1OCC(=O)N1CCCCC1	-15	-4	2	10	-4	-15	-6	-3	-2
COc1cc(C2C(C#N)=C(C)NC3=C2C(=O)c2ccccc23)cc(OC)c1OC (configuration not stated)	4	2	3	1	9	4	9	2	4
COc1cc(OC)c2c(c1)S(=O)(=O)C(c1ccccc1)=C2N	-5	-1	1	1	-4	-5	3	2	1
Cc1noc(C)c1COc1ccc(C(=O)Nc2nnc(CC(C)C)s2)cc1	x	9	2	6	6	2	-3	9	7
O=C(O)c1ccc(COc2cccc(CO)c2)cc1	5	1	0	-1	-4	0	4	2	-8
CCOc1cc(/C=C(\C#N)C(=O)Nc2ccc(S(N)(=O)=O)cc2)ccc1OCCN1CCOCC1	-4	7	-2	0	3	-9	-18	-3	0
Cn1c(=O)c2c(n(C)c1=O)=NC1(CCCCC1)N=2	9	8	4	-8	-1	8	-1	0	-6

Screens (PubChem)

A portion of the library; rates above refer to the full screens.
